NOD1 NF-kB reporter = NOD1 signaling inhibitors, primary screen, cell-based, luminescence, uHTS (AID 1578) | one-dose inhibition, % at 4 µM; EC50 in µM for titrated hits | 290,000 compounds, 1% hits | NOD1-driven NF-kB luciferase reporter cells, luminescence; higher % means a stronger effect; in the data active means inhibition mostly above about 36%, no sharp cut-off; inactive means mostly below about 34%;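 further: HEK-293T reporter cells stimulated with the NOD1 agonist gamma-tri-DAP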
NOD2 inhibition = NOD2 signaling inhibitors, cell-based, luminescence, uHTS, HEK293 (AID 1566); inhibition, % at 4 µM; hits with a dose series show EC50 in µM; HEK293 NOD2/NF-kB luciferase reporter, luminescence; higher % means a stronger effect; 290,000 compounds, 0.63% hits; further: many of its hits are not listed in these tables
Siah-1 displacement = Siah-1 peptide-binding antagonists, primary screen, biochemical, fluorescence polarization, rhodamine-plectin, uHTS (AID 1817); E3 ubiquitin-protein ligase SIAH1 (Homo sapiens); Siah-1 / rhodamine-plectin peptide fluorescence polarization; higher % means a stronger effect; displacement, % at 20 µM, or IC50 in µM where a hit was titrated; 290,000 compounds, 0.02% hits;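 active means displacement of at least 50% at 20 µM, with a fluorescence ratio check between 0.3 and a set limit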;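 further: plate controls were Siah plus tracer with DMSO for no effect and tracer alone without Siah for full effect; strong numbers were not always called active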
KOR beta-arrestin-1 = KOR antagonists, beta-arrestin recruitment, cell-based, luminescence, uHTS (AID 1778); KOR beta-arrestin recruitment, luminescence, antagonist mode; higher % means a stronger effect; 290,000 compounds, 0.091% hits; inhibition, % at 10 µM; hits with a dose series show IC50 in µM; further: strong numbers were not always called active
KOR beta-arrestin-2 = KOR agonists, beta-arrestin recruitment, primary screen, cell-based, luminescence, uHTS (AID 1777) | activation, % at 10 µM; hits with a dose series show EC50 in µM | KOR beta-arrestin recruitment, luminescence; higher % means a stronger effect | Kappa-type opioid receptor (Homo sapiens) | 280,000 compounds, 0.02% hits; in the data active means activation above about 50%, passing the limit was not always enough; further: a part of the inactive calls stands beside numbers as strong as those of hits
LYP inhibition = inhibitors of LYP phosphatase, biochemical, fluorescence intensity, uHTS (AID 1779); Tyrosine-protein phosphatase non-receptor type 22 (Homo sapiens); recombinant LYP phosphatase, fluorescence intensity; higher % means a stronger effect; one-dose inhibition, % at 11.5 µM; IC50 in µM for titrated hits; 290,000 compounds, 0.054% hits;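 further: plate controls were vehicle with enzyme for no effect and no enzyme for full effect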
Myeloid diff 2 = induction of myeloid progenitor differentiation, primary screen, cell-based, flow cytometry, MLPCN library; ER-HoxA9 myeloid progenitors, lysozyme-GFP differentiation; calls only at 10 µM; 360,000 compounds, 1% hits; AID 624256, 2012;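 active means normalized GFP-positive differentiation at or above the plate's own cutoff, the solvent-only control mean plus 3 SD; inconclusive means no clear call, values can overlap the other calls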;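 further: cells exposed to compound for four days before flow analysis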
HIV peptide binding = inhibitors of HIV fusion peptide binding, primary screen, biochemical, uHTS, fluorescence dequenching (AID 1986) | cell-free peptide binding, fluorescence dequenching, 30 min; higher % means a stronger effect | one-dose inhibition, % at 20 µM; IC50 in µM for titrated hits | 290,000 compounds, 0.3% hits; in the data active means inhibition mostly above about 52%, no sharp cut-off; inactive means mostly below about 76%; further: some results filed as inactive read as strong as hits
PhoP inhibition = inhibitors of PhoP regulon expression, primary screen, Salmonella Typhimurium, GFP reporter (AID 1863); 300,000 compounds, 0.16% hits; inhibition, % at 50 µM; hits with a dose series show IC50 in µM; S. Typhimurium PhoP-regulated promoter GFP reporter, 4 h; higher % means a stronger effect;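 active means inhibition over 29.93%, a cutoff 3 SD above the screen mean, later confirmed by dose response; inconclusive means inhibition over 29.93% but no dose response follow-up; inactive means inhibition at most 29.93% or unconfirmed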;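 further: 0% = low Mg2+ inducing control and 100% = high Mg2+ repressing control; strong numbers were not always called active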
Myeloid diff 2 GFP+ MAC1+ % = further read-out of Myeloid diff 2, marked with its call; GFP+ MAC1+ double positive, %; measured here: differentiation confirmed by MAC1 staining
Numbers without * were called inactive; i = inactive; ? = inconclusive; nt = not tested or not shown; [ ] = dose if it differs, or a comment. Unless noted, no stated cut-off is given here; in the data, active means inhibition above about 50%; inactive means the rest.

SMILES	NOD1 NF-kB reporter	NOD2 inhibition	Siah-1 displacement	KOR beta-arrestin-1	KOR beta-arrestin-2	LYP inhibition	Myeloid diff 2	Myeloid diff 2 GFP+ MAC1+ %	HIV peptide binding	PhoP inhibition
O=C1C2C3CCCC3=C3CCCC3C2C(=O)N1c1ccc(Cl)cc1 (stereo not drawn)	3%	16%	6%	122%	3.9%	-1%	i	0.4	3.6%	nt
Nc1nn(S(=O)(=O)c2ccccc2)cc1-c1cccc([N+](=O)[O-])c1	4%	-2%	-3%	-33%	1.7%	-1%	i	0.3	-1.6%	7%
Cc1c(Cl)c([N+](=O)[O-])nn1CCCC(=O)Nc1cccc(O)c1	0%	-2%	0%	-6%	-1.6%	0%	i	0.1	-1.0%	10%
CCOc1ccc(C2=NNC(c3cccnc3)=Nc3ccc(OC)cc32)cc1	20%	9%	-9%	11%[20 µM]	-4.2%	4%	i	0.7	-2.2%	0%
COc1ccc(N2CCN(C(=O)c3ccc(Cl)c(S(=O)(=O)N4CCCC4)c3)CC2)cc1	-16%	7%	-2%	-36%	1.0%	0%	i	0.2	0.7%	-3%
Cc1ccc(/C=C(\C#N)C(=O)Nc2ccccn2)o1	-53%	-77%	-2%	-23%[20 µM]	-1.9%	-6%	i	0.5	0.3%	-2%
Cc1cc(NS(=O)(=O)c2ccc(NC(=O)c3ccc(Br)o3)cc2)nc(C)n1	-21%	11%	17%	-2%	-1.6%	-4%	i	0.2	3.4%	-1%
COC(=O)C(CSCc1ccccc1)NC(=O)CSc1nc(C)cc(=O)[nH]1 (stereo not drawn)	28%	18%	-8%	-26%	-1.0%	-9%	i	0.2	-2.0%	7%
CCC(C)(C)C1CCc2c(sc(N)c2C(N)=O)C1 (stereo not drawn)	19%	33%	5%	-12%	1.9%	11%	i	2.1	6.5%	-24%
CCC(=O)Nc1nc2ccc(NC(C)=O)cc2s1	-35%	-17%	0%	6%	-1.1%	-5%	i	0.3	-0.3%	14%
CCNC(=O)COC(=O)c1cc(=O)[nH]c2ccccc12	7%	9%	2%	-18%	-1.4%	-6%	i	4.6	-1.7%	5%
O=C(CSc1nncn1-c1cccnc1)Nc1cccc([N+](=O)[O-])c1	-40%	9%	1%	-14%	-3.7%	-14%	i	0.8	-1.0%	1%
COc1ccc(S(=O)(=O)Nc2ccc(Cc3ccncc3)cc2)cc1C	29%	41%	3%	-19%	1.8%	-1%	i	1.1	0.0%	-6%
C/C(=N\NC(=O)c1nn(C)c(C)c1Br)c1ccc(NC(=O)c2ccccc2F)cc1	-21%	-16%	19%	-20%	0.3%	-4%	i	0.2	0.3%	2%
O=C(C[n+]1ccc(C(=O)NCCCO)cc1)c1cccc(Br)c1	-9%	-10%	13%	27%	5.4%	-8%	i	0.3	-2.4%	7%
Cc1ccc(S(=O)(=O)N(C)CCCC(=O)Nc2cc(C)ccc2C)cc1	-8%	17%	-1%	13%	-1.4%	-5%	i	2.1	-1.1%	13%
CCN(c1ccccc1C)S(=O)(=O)c1cc2c3c(c1)CCC(=O)N3CCC2	-18%	12%	0%	1%	-4.0%	-9%	i	0.0	-0.5%	-6%
COC(=O)c1ccc(OC)c(CSc2nnc(-c3ccc(C(C)(C)C)cc3)o2)c1	10%	28%	-1%	-11%	-2.3%	3%	nt	nt	0.8%	11%
c1ccc(CNc2nc(-c3cccs3)nc3ccccc23)cc1	0%	-3%	5%	-7%	8.5%	-3%	i	0.0	2.0%	11%
CCOC(=O)N1CCN(S(=O)(=O)c2cc3c(cc2C)NC(=O)CO3)CC1	-17%	1%	1%	-8%	0.4%	3%	i	1.2	-3.6%	7%
CC(=O)c1ccc(NC(=O)CSc2nnc(-c3ccco3)o2)cc1	24%	-17%	2%	-2%	2.2%	-2%	i	1.7	2.4%	-2%
COc1cccc(CC(=O)Nc2ccc(-c3csc(C)n3)cc2)c1	0%	13%	4%	-3%	-2.0%	-4%	i	0.3	-1.5%	-12%
C/C(CCc1ccc2c(c1)OCO2)=N\NC(=O)c1ccccc1Cl	-14%	9%	4%	5%	-0.6%	-7%	i	1.2	2.2%	1%
CCN(CC)S(=O)(=O)c1ccc2c(c1)nc(CCC(=O)Nc1ccc3c(c1)OCO3)n2CC	-16%	12%	25%	-26%	9.1%	6%	i	1.3	2.5%	?

Only KOR beta-arrestin-2 and NOD1 NF-kB reporter, for some of the entries so far:
SMILES	KOR beta-arrestin-2	NOD1 NF-kB reporter
CCN(c1ccccc1C)S(=O)(=O)c1cc2c3c(c1)CCC(=O)N3CCC2	-4.0%	-18%
COc1cccc(CC(=O)Nc2ccc(-c3csc(C)n3)cc2)c1	-2.0%	0%
CCNC(=O)COC(=O)c1cc(=O)[nH]c2ccccc12	-1.4%	7%
CC(=O)c1ccc(NC(=O)CSc2nnc(-c3ccco3)o2)cc1	2.2%	24%
CCC(C)(C)C1CCc2c(sc(N)c2C(N)=O)C1 (stereo not drawn)	1.9%	19%

The results go on.
SMILES	NOD1 NF-kB reporter	NOD2 inhibition	Siah-1 displacement	KOR beta-arrestin-1	KOR beta-arrestin-2	LYP inhibition	Myeloid diff 2	Myeloid diff 2 GFP+ MAC1+ %	HIV peptide binding	PhoP inhibition
COc1cccc2c1OC[C@@H](CO)[C@H]2N(C)C(=O)Nc1ccccc1	10%	18%	4%	2%	-0.3%	-4%	i	7.4	0.0%	-1%
CN(C)CCCNC(=S)/N=c1\sccn1Cc1ccccc1Cl	1%	17%	-4%	-31%	1.7%	-6%	i	0.7	-1.5%	0%
Cc1ccc(CS(=O)Cc2ccc(C(=O)NCc3ccccc3Br)o2)cc1 (stereo not drawn)	-31%	4%	5%	-52%	-0.9%	-12%	i	1.0	0.9%	-1%
CC1(C)C/C(=N\O)C(C(O)c2cccc([N+](=O)[O-])c2)C(C)(C)N1 (stereo not drawn)	-8%	-2%	-2%	20%	2.9%	-4%	i	0.7	0.2%	-13%
Cc1ccc(Nc2c(F)c(F)c(F)c(F)c2C(=O)O)cc1	0%	2%	-6%	-10%	-0.5%	-3%	i	0.1	2.8%	6%
COc1ccc(NC(=O)c2ccc3c(=O)n(-c4ccc(OC)cc4OC)c(=S)[nH]c3c2)cc1	-4%	19%	-4%	-34%	-0.5%	4%	i	0.4	-0.7%	-10%
Cn1cc(CC(=O)NCCCN2CCOCC2)c2ccccc21	-13%	2%	-3%	-20%	-2.6%	-9%	i	0.2	-1.7%	7%
CCOC(=O)CSCc1cn2cc(Cl)ccc2n1	-5%	2%	-2%	12%	-2.8%	-4%	i	5.0	-0.8%	-3%
O=C(Cn1cnc2ccccc2c1=O)NCC(=O)N1CCN(c2ccccn2)CC1	-10%	-59%	1%	-12%	-1.5%	-1%	i	3.3	0.4%	-12%
O=C(CC12CC3CC(CC(C3)C1)C2)NCc1ccco1	-24%	-6%	2%	-6%[20 µM]	nt	-1%	i	0.3	0.2%	8%
CCN(CC)C(=O)COc1ccc2oc(C)c(C(=O)OC)c2c1	-17%	12%	7%	-13%	-3.6%	-9%	i	0.6	-1.3%	-1%
CCCCN1CN(Cc2ccco2)CNC1=S	-14%	17%	6%	19%	-3.5%	0%	i	0.2	0.6%	-12%

One compound at a time, from the list above:
Shown for CCN(CC)C(=O)COc1ccc2oc(C)c(C(=O)OC)c2c1 = NOD1 NF-kB reporter: -17%; NOD2 inhibition: 12%; Siah-1 displacement: 7%; KOR beta-arrestin-1: -13%; KOR beta-arrestin-2: -3.6%; LYP inhibition: -9%; Myeloid diff 2: i; Myeloid diff 2 GFP+ MAC1+ %: 0.6; HIV peptide binding: -1.3%; PhoP inhibition: -1%
Shown for COc1cccc2c1OC[C@@H](CO)[C@H]2N(C)C(=O)Nc1ccccc1 = NOD1 NF-kB reporter: 10%; NOD2 inhibition: 18%; Siah-1 displacement: 4%; KOR beta-arrestin-1: 2%; KOR beta-arrestin-2: -0.3%; LYP inhibition: -4%; Myeloid diff 2: i; Myeloid diff 2 GFP+ MAC1+ %: 7.4; HIV peptide binding: 0.0%; PhoP inhibition: -1%
Shown for COc1ccc(NC(=O)c2ccc3c(=O)n(-c4ccc(OC)cc4OC)c(=S)[nH]c3c2)cc1 = NOD1 NF-kB reporter: -4%; NOD2 inhibition: 19%; Siah-1 displacement: -4%; KOR beta-arrestin-1: -34%; KOR beta-arrestin-2: -0.5%; LYP inhibition: 4%; Myeloid diff 2: i; Myeloid diff 2 GFP+ MAC1+ %: 0.4; HIV peptide binding: -0.7%; PhoP inhibition: -10%

More structures follow.
SMILES	NOD1 NF-kB reporter	NOD2 inhibition	Siah-1 displacement	KOR beta-arrestin-1	KOR beta-arrestin-2	LYP inhibition	Myeloid diff 2	Myeloid diff 2 GFP+ MAC1+ %	HIV peptide binding	PhoP inhibition
Cn1cc(C(=O)c2cccc(Cl)c2Cl)cc1C#N	-4%	13%	-4%	-53%[20 µM]	-2.8%	-4%	i	0.2	-1.2%	14%
CC(c1ccco1)N(C(=O)c1ccccc1NS(=O)(=O)c1ccc(Cl)cc1)c1ccccn1 (stereo not drawn)	-26%	15%	4%	-6%	-4.5%	-8%	i	0.8	8.9%	0%
CCOC(=O)c1ccc(NCC(O)COc2ccccc2)cc1 (stereo not drawn)	-47%	3%	10%	1%	-5.3%	-2%	i	0.8	-1.4%	-2%
O=S(=O)(CCc1nnc(-c2ccc(Br)cc2)o1)c1ccc(Cl)cc1	-23%	-14%	-6%	3%	2.9%	-6%	i	0.9	-0.5%	-2%
O=C(NCCN1CCCCC1)c1cc(Cl)ccc1Cl	-34%	-14%	-1%	-8%	6.4%	-6%	i	0.8	1.2%	1%
CC(C)(Oc1ccc(Cl)cc1)C(=O)Nc1ccncc1	23%	22%	6%	-1%	2.8%	-1%	i	1.2	-1.9%	-4%
COc1ccc(CCNS(=O)(=O)c2ccc(-c3ccc(=O)[nH]n3)o2)cc1OC	-16%	-11%	-4%	-11%	-5.6%	-5%	i	0.6	2.6%	3%

This is a subset (hit frequency here may not be typical).
